HT1080 IDH1KD tx – qHTS for induction of synthetic lethality in tumor cells producing 2HG: qHTS for the HT-1080-IDH1KD cell line; HT-1080 IDH1 knockdown viability, ATP luminescence, 48 h; Potency, µM (highest dose often 46.1 µM), for inactives: at the top dose activity, negative = toxicity, most hits filed as cytotoxic; 360,000 tested, 2% active;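 note: potency is the fitted concentration of half-maximal effect; 0% = DMSO wells and -100% = cell-free medium wells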
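CellTiter-Glo luminescence after 48 h compound exposure at 37 degrees C of IDH1-knockdown HT-1080 cells in 5% FBS RPMI. %Activity scaled between DMSO wells and cell-free media wells, with curves fitted and assigned curve classes.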
KB-3-1 cytotox – qHTS assay for MDR1-selective chemotherapeutics: Primary screen using the parental adenocarcinoma cell KB-3-1. AID 1347075, 2019. KB-3-1 viability, CellTiter-Glo ATP luminescence, 72 h. 400,000 tested, 1.4% active. Potency, µM (top dose mostly 46.1 µM), for the others: top-dose activity change, negative = cytotoxic, actives largely listed as cytotoxic; note: potency is the fitted concentration of half-maximal effect; % is set by controls: 0 for no effect and ±100 for the full control effect; nearly all actives have a fitted effect of over 60% in size
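Multi-concentration cytotoxicity screen in KB-3-1 cells grown in DMEM lacking phenol red with 10% FBS. After 72 h at 37 °C with compound, ATP-dependent luminescence was recorded.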
HT1080-NT tox – qHTS for induction of synthetic lethality in tumor cells producing 2HG: qHTS for the HT-1080-NT fibrosarcoma cell line; HT-1080-NT fibrosarcoma viability, CellTiter-Glo ATP luminescence, 48 h; Potency, µM (doses to about 46.1 µM), for the others: top-dose activity, negative = less viability, most hits filed as cytotoxic; AID 686970, 2013; 360,000 tested, 1.6% active;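 note: NT is the 2HG producing partner of a matched IDH1 knockdown line; potency is the fitted concentration of half-maximal effect; 0% = DMSO-treated cells and -100% = media-only wells without cells; nearly all actives have a fitted effect of over 55% in size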
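Viability of the 2HG-overproducing fibrosarcoma line after 48 hours of compound exposure at 37 degrees C was determined by luminescence with CellTiter-Glo, and concentration-effect curves were then fitted and categorized.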
ATXN2 expr inh – Primary qHTS for Inhibitors of ATXN expression; 360,000 tested, 0.72% active; HEK-293 ATXN2-luciferase reporter, luminescence, 24 h; Potency, µM (doses to about 57 µM), for the others: at the highest dose activity change, negative = inhibition, usual class: inhibitors; AID 1745845, 2022; note: potency is the fitted concentration of half-maximal effect; % is set by controls: 0 for no effect and ±100 for the full control effect; nearly all actives have a fitted effect of over 55% in size
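qHTS (up to 57 uM final) was run with 24 h compound exposure of reporter cells at 37 °C. Each well was multiplexed: SteadyGlo luminescence measured ATXN2-luciferase expression after a fluorogenic Gly-Phe-AFC viability readout (25 uM final).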
IL1B secr inh – qHTS for Inhibitors of Inflammasome Signaling: IL-1-beta AlphaLISA Primary Screen; 360,000 tested, 4.7% active; AID 743279, 2014; activity change, % at 57.5 µM; THP-1 LPS/ATP IL-1B secretion, AlphaLISA, 16 h; stronger effect = lower value; in the data active = activity change below about -50%; inconclusive = mostly about -30% to -49%; note: % is set by controls: 0 for no effect and ±100 for the full control effect
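THP-1 cells pretreated 1 hr with compounds (up to 57.5 uM final), then stimulated with LPS (250 ng/mL final) plus ATP (1.25 mM final); secreted IL-1B measured by AlphaLISA after 16 hr, decreased signal indicating inhibition.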
SW480 rerep – A quantitative high throughput screen for small molecules that induce DNA re-replication in SW480 colon adenocarcinoma cells | SW480 DNA re-replication, Hoechst DNA content imaging, 48 h | Potency, µM (titrated, usually from 46.1 µM), inactives show at the top dose re-replication activation, hits mostly activators | 340,000 tested, 1.8% active | AID 624297, 2012; note: potency is the fitted concentration of half-maximal effect; % of control where 0% means no effect; nearly all actives have a fitted effect of over 55% in size
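First, 250 cells per well were seeded. Next, compound or vehicle (23 nL) was pinned in, plates sat 48 hr at 37 C. Finally Hoechst was added for 40 min before fluorescence scanning.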
ATXN viability – Viability Counterscreen for Primary qHTS for Inhibitors of ATXN expression; S2 cells (HEK-293 line with an ATXN2-luciferase reporter) viability, CellTiter-Fluor protease fluorescence, 24 h; Potency, µM (series often up to 56.7 µM), most hits filed as cytotoxic; 400,000 tested, 0.49% active; AID 651635, 2014; note: potency is the fitted concentration of half-maximal effect; nearly all actives have a fitted effect of over 40% in size
KB-V1 cytotox – qHTS assay for MDR1-selective chemotherapeutics: Primary screen using the drug-selected MDR subline cells KB-V1; Potency, µM (series often up to 46.1 µM), without a hit: top-dose activity change, negative = cytotoxicity, hits mostly cytotoxic; KB-V1 MDR cells viability, CellTiter-Glo, 72 h; 400,000 tested, 3.4% active; note: potency is the fitted concentration of half-maximal effect; % is set by controls: 0 for no effect and ±100 for the full control effect; nearly all actives have a fitted effect of over 60% in size
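Cytotoxicity toward P-gp-expressing KB-V1 cells was determined as loss of CellTiter-Glo luminescence after 72 h at 37 degrees C. Compounds were tested in quantitative HTS format across a concentration range, with curves fitted to normalized data.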
MCF10A rerep – A quantitative high throughput screen for small molecules that induce DNA re-replication in MCF 10a normal breast cells | MCF 10A DNA re-replication, Hoechst nuclear intensity, 48 h | Potency, µM (titrated, usually from 46.1 µM), inactives show at the highest dose activity, positive = re-replication, hits mostly activators | AID 624296, 2012 | 350,000 tested, 2.9% active; note: potency is the fitted concentration of half-maximal effect; % of control where 0% means no effect; nearly all actives have a fitted effect of over 50% in size
* hit, by the source's call; i = inactive; ? = inconclusive; nt = no result given; [ ] = remark or other dose. Unless noted, calls come from the whole dose curve; as a rule, active = well fitted curve in the direction sought with a large enough effect; inconclusive = small, poorly fitted or top-dose-only effect, or another doubt; inactive = no such curve, though single readings can be large; an effect the other way counts as inactive or inconclusive.

SMILES | HT1080 IDH1KD tx | KB-3-1 cytotox | HT1080-NT tox | ATXN2 expr inh | IL1B secr inh | SW480 rerep | ATXN viability | KB-V1 cytotox | MCF10A rerep
O=C(Nc1ccc(C(=O)N2CCN(c3ccccc3)CC2)cc1)C1=CSCCO1 | 1% | -3% | -1% | -14% | ? | -1% | i | -15% | 2%
Cn1c(SCC(=O)N2CCOCC2)nc2cccnc21 | 3% | 23% | -1% | -4% | 0 | -2% | i | 3% | -9%
CCc1ccc(N=C2NC(=O)CS2)cc1 | 22% | -19% | 20% | 7% | 0 | -1% | i | ? | -1%
O=C(c1ccco1)n1nc(-c2ccccc2)nc1NCc1ccc(Cl)cc1 | nt | 24% | nt | -14% | nt | nt | i | -18% | nt
COc1ccc(-c2cc(C(F)(F)F)n3nc(C(=O)Nc4sc5c(c4C#N)CCC(C)C5)cc3n2)cc1OC (stereo unspecified) | nt | ? | nt | 2% | nt | nt | i | 15% | nt
CCCCN1C(=O)/C(=C/C=C2/C=Cc3ccccc3N2CC)SC1=S | 0% | 0% | 0% | -18% | 0 | 12% | ? | 1% | ?
CC1=C(C(=O)NCc2ccccc2)C(c2cccnc2)n2ncnc2N1 (stereo unspecified) | 19% | 0% | 16% | -2% | 31 | -6% | i | -17% | -4%
CCOC(=O)c1c(-c2ccc(C)o2)csc1NC(=O)CSc1nncs1 | ? | -2% | ? | 5% | 22 | 0% | i | 15µM* | 3%
CCOc1cc(NC2CS(=O)(=O)CC2O)c(OCC)cc1NC(=O)c1ccccc1 (stereo unspecified) | -5% | 0% | -12% | 3% | 22 | 10% | i | -5% | 14%
CCOC(=O)c1ccc(-c2ccc(/C=C(\C#N)C(=O)Nc3c(C)cccc3Cl)o2)cc1 | nt | 2% | nt | 22% | nt | nt | i | 6% | nt
COc1ccc(CNC(=S)NNC(=O)c2cc3ccccc3o2)cc1 | -8% | ? | -8% | 4% | 0 | -1% | i | ? | 22%
Cc1ccc(OCCCN(C)C)c(Br)c1 | 5% | 10% | -6% | -2% | -1 | -4% | i | 19% | -1%
COc1ccc(Cl)cc1NC(=O)NCCCl | 17% | 0% | 21% | -12% | -7 | -2% | i | -2% | -3%
COCCn1c(SCC(=O)NC2CCCC2)nnc1-c1ccncc1 | 12% | -2% | -1% | -16% | -6 | -1% | i | 2% | 0%
O=c1cc(/C=C/c2c(F)cccc2Cl)[nH]c2ccccc12 | 18% | 3% | 16% | 29% | 18 | -2% | i | -1% | 5%
Cc1onc(-c2ccccc2)c1C(=O)N1CCN(Cc2ccccc2)CC1 | 11% | 6% | 6% | 0% | 13 | 0% | i | 23µM* | 3%
COC(=O)CCCC1=CC2=CC(=O)C(C)(OC(=O)c3cccs3)C(=O)C2=CN1Cc1ccc2c(c1)OCO2 (stereo unspecified) | 8% | 20% | 10% | -6% | 5 | 2% | i | 6% | 1%
CC(=O)Cc1cc(O)c2ccccc2c1OC(=O)c1ccc(Br)cc1 | -10% | 0% | -12% | nt | 0 | 0% | i | -15% | ?
Cc1ccc(C(=O)CSc2nnc(CNc3ccc(C)cc3C)n2Cc2ccco2)cc1 | ? | ? | ? | -15% | -3 | 12% | ? | ? | ?
CC(=O)N1c2ccc(S(=O)(=O)NCCC(=O)NC3CCCCCC3)cc2CC1C (stereo unspecified) | -4% | -2% | 3% | 2% | 18 | -4% | i | 11% | 0%

An excerpt from above in order of the IL1B secr inh value, falling:
Compound	IL1B secr inh
CCOc1cc(NC2CS(=O)(=O)CC2O)c(OCC)cc1NC(=O)c1ccccc1 (stereo unspecified)	22
Cc1onc(-c2ccccc2)c1C(=O)N1CCN(Cc2ccccc2)CC1	13
CC(=O)Cc1cc(O)c2ccccc2c1OC(=O)c1ccc(Br)cc1	0
COCCn1c(SCC(=O)NC2CCCC2)nnc1-c1ccncc1	-6

Other entries follow.
SMILES | HT1080 IDH1KD tx | KB-3-1 cytotox | HT1080-NT tox | ATXN2 expr inh | IL1B secr inh | SW480 rerep | ATXN viability | KB-V1 cytotox | MCF10A rerep
COc1ccc(CNC(=O)c2cnn3c(C(F)F)cc(C)nc23)cc1OC | -5% | -27% | 3% | -22% | -20 | -8% | i | ? | 18%
CCCOc1ccc(C(=O)N2CCCC2C(=O)O)cc1 (stereo unspecified) | 6% | 23% | 1% | -10% | 0 | -2% | i | 4% | 28%
Cc1ccc(S(=O)(=O)N(C)C)cc1NC(=O)COC(=O)c1sc2cc(Cl)ccc2c1Cl | 7% | -9% | -5% | 5% | 17 | 0% | i | 1% | -5%
O=C(Nc1sc2c(c1C(=O)Nc1ccccc1)CCC2)c1ccc(Br)cc1 | nt | 1% | nt | 10% | nt | nt | i | -13% | nt
O=C(Oc1ccc2c(c1)OCC2=O)c1ccccc1 | 8% | -5% | 0% | 9% | 11 | 1% | i | 9% | -8%
Cc1ccc(-c2cc(C(=O)Nc3cc(C)ccc3O)no2)cc1 | 6% | 14% | 16% | 32% | -2 | -5% | i | ? | -5%
CC(OC(=O)C1CCN(S(=O)(=O)c2ccccc2C(F)(F)F)CC1)C(=O)N(C)Cc1ccccc1 (stereo unspecified) | -8% | -26% | -1% | -13% | 2 | -6% | i | ? | 16%
Cc1nc(N2CCC3(CC2)OCCO3)c2nnn(Cc3ccccc3F)c2n1 | -17% | 3% | -2% | 12% | -60* | -3% | i | ? | ?
CCOc1ccccc1NC(=O)CSc1nc2cc(OC)c(OC)cc2c2nc(CCn3c(C)nc4ccccc43)nn12 | nt | 6% | nt | -13% | nt | nt | i | 9% | nt
CCC(C)OC(=O)/C(C#N)=C\c1ccc(-c2cccc(C(F)(F)F)c2)o1 (stereo unspecified) | nt | 1% | nt | 2% | nt | nt | i | 10% | nt
CCNC(=S)N/N=C1\CCCCc2ccccc21 | 8% | -2% | 8% | 5% | 19 | -2% | i | 16µM* | 28%
CCS(=O)(=O)N1CCCC(C(=O)NC2CCCCC2)C1 (stereo unspecified) | 12% | 8% | 23% | -8% | 7 | -4% | i | 1% | 1%
CN(C)c1ccc(/C=N/NC(=O)c2nnn(-c3nonc3N)c2CN2CCCCCC2)cc1 | -19% | 17% | -5% | -10% | -7 | 2% | i | 15% | ?
COc1ccc(NC(=O)CC2C(=O)N(Cc3ccccc3)C(=S)N2CCN2CCOCC2)cc1 (stereo unspecified) | -13% | -18% | -13% | -24% | -9 | 3% | i | -20% | 10%
CCc1ccc(OCC(=O)NCCc2ccc3c(c2)OCCO3)cc1 | 0% | ? | 8%[9.24 µM] | 5% | 0 | -11% | i | ? | ?
COCCSc1ccccc1C(=O)Nc1nncs1 | 8% | 14% | 7% | 6% | 8 | -26% | i | -5% | -4%
CCCCn1nnnc1C(c1cc2ccccc2o1)N(Cc1ccccc1)Cc1ccccc1 (stereo unspecified) | 6% | ? | -1% | -7% | 21 | nt | i | ? | nt
CSc1ccc(Cl)c(C(=O)N2CCN(c3ncccn3)CC2)c1 | 0% | 3% | -2% | 1% | 11 | -13% | i | -2% | 1%
Cc1ccc(/C=N/n2c(C)cc(C)c(C#N)c2=O)cc1 | 1% | 3% | 2% | 2% | -6 | 3% | i | -3% | 3%
CCCOc1ccc(CSc2ncn[nH]2)cc1 | 13% | -29% | 7% | 0% | -22 | -12% | ? | 0% | ?
COc1ccc(-c2c(C)nn3c(N4CCC(C(=O)NCCC(C)C)CC4)cc(C)nc23)cc1OC | nt | -6% | nt | 3% | nt | nt | i | ? | nt
O=C(O)CC1S/C(=N\N=C/c2ccccc2O)N(c2ccc(O)cc2)C1=O (stereo unspecified) | 16% | 16% | 12% | -1% | 21 | -4% | i | 0% | 3%
CC(=O)Nc1cncc(-c2cccc(S(C)(=O)=O)c2)n1 | 10% | 0% | ? | 8% | -13 | nt | i | 6% | nt
Cc1cc(C)cc(OC(=O)CCN2C(=O)c3ccccc3C2=O)c1 | 19% | 1% | 0% | 3% | 11 | -7% | i | 9% | 2%
CCOc1ccccc1NC(=S)N1CCCc2ccccc21 | 1% | ? | 7% | 5% | 14 | 2% | i | 1% | 7%
CCOC(=O)c1[nH]c2ccccc2c1N=CN(C)C | 1% | 10% | -2% | 4% | 0 | -1%[9.22 µM] | i | 26% | -1%
CN(C)S(=O)(=O)N(CC(=O)NCCSCc1c(F)cccc1Cl)c1ccccc1 | nt | -28% | nt | -18% | nt | nt | i | ? | nt
COc1ccc(CCNC(=O)C(=O)Nc2ccc(C)c(C)c2)cc1 | nt | 11% | nt | 15% | nt | nt | i | 19% | nt
Cc1ccc(S(=O)(=O)NCC(=O)OCC(=O)Nc2cccc(S(=O)(=O)N3CCOCC3)c2)cc1 | 0% | 7% | 2% | 0% | -12 | -29% | i | ? | 0%
COCC(=O)N(C)C[C@H]1Oc2cc(Br)ccc2S(=O)(=O)N([C@H](C)CO)C[C@H]1C | 5% | -10% | 5% | 9% | 21 | nt | i | 13% | nt
CC1(C(=O)O)CCCN(C(=O)c2ccc3c(c2)C(C)(C)CCC3(C)C)C1 (stereo unspecified) | 5% | 0% | 9% | 8% | 37 | nt | i | 3% | nt
N#C/C(=C\c1cn(Cc2ccccc2)c2ccccc12)C(=O)NCc1ccco1 | -15% | 0% | -6% | -22% | -3 | ? | i | -4% | 21µM*
CCCC(=O)Nc1nn(CCC)c2nc3ccccc3cc12 | 0% | 0% | 1% | -16% | 14 | 4% | nt | ? | 2%
